ROMK mod: ROMK potassium channel modulators, primary screen, cell-based, thallium flux, MLSMR library; hit rate 2% among 130,000; B-score at 10 µM; Tet-inducible ROMK, thallium flux fluorescence; actives lie on both sides; AID 1918, 2009;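 active means signal ratio slope over the read window, or its plate-corrected B-score, at least 3 SD from the plate mean, either direction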;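 further: B-score of the F/F0 ratio slope over 7 to 12 s after thallium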
Target sequence (P48048 whole entry, looked up): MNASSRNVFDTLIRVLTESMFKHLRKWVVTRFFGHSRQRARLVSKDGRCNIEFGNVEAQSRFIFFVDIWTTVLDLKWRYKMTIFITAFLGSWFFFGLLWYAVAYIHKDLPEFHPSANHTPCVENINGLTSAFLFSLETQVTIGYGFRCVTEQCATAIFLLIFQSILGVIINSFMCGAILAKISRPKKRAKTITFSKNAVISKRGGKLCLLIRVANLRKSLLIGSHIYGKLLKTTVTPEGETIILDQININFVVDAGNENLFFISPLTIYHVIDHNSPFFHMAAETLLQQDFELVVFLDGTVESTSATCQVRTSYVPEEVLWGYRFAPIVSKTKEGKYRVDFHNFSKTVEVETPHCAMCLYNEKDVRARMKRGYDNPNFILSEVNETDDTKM
TLR4-MyD88 BLA: inhibitors of TLR4-MyD88 association in cells, primary screen, cell-based, HeLa CL3-4, BLA complementation, FRET ratio. Toll-like receptor 4 (Homo sapiens) + Myeloid differentiation primary response protein …. hit rate 0.18% among 200,000. HeLa CL3-4 TLR4/MyD88 BLA complementation. AID 861, 2007. inhibition, % at 8.4 µM; in the data active means inhibition above about 25%;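 further: 0% = vehicle and 100% = reference inhibitor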
STAT3 act: IL-6 driven STAT3 reporter potentiators, primary screen, U3A cells, luciferase, luminescence, MLSCN library. IL-6 STAT3-luciferase reporter; 100% = signal with IL-6 EC80 alone. hit rate 0.91% among 190,000. activation (% of control), % at 5.6 µM. AID 871, 2007;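 active means activation above the screen-wide mean of compound activation plus 3 SD, cut at about 130% in these data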;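 further: 0% = background luminescence of wells with medium and substrate only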
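system = STAT3-luciferase reporter U3A cells | reagent = IL-6 stimulus at 33 ng/mL final | timing = 1 h compound pre-exposure, 6 h IL-6 stimulation, 37 °C | measured by = luminescence | evaluation = % activation versus median of IL-6-stimulated wells | control set = IL-6-only wells as 100% reference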
STAT3 inh: IL-6 driven STAT3 reporter inhibitors, primary screen, U3A cells, luciferase, luminescence, MLSCN library; hit rate 0.89% among 190,000; inhibition, % at 5.5 µM; IL-6 STAT3-luciferase reporter; host cell line lacks STAT1; AID 862, 2007;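 active means inhibition above the mean inhibition across all screened compounds plus 3 SD, cut at about 44% in these data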;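 further: 0% = DMSO only wells and 100% = 100 µM nifuroxazide control wells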
TR-FRET SRC-2 ct: TR-FRET signal artefacts, primary screen, artefact control for PPARgamma SRC-2 agonist project, biochemical; AID 1049, 2008; TR-FRET artefact counter-screen; active compounds read high; hit rate 0.4% among 200,000; TR-FRET ratio at 8 µM; in the data active means TR-FRET ratio above about 2000; further: inactives centre near 1500
PPARg SRC-1 ag: PPARgamma agonists recruiting SRC-1 coactivator, primary screen, biochemical. Peroxisome proliferator-activated receptor gamma (Homo sapiens), P37231. hit rate 0.41% among 200,000. activation, % at 8 µM. PPARgamma-SRC-1 coactivator recruitment biochemical assay; in the data active means activation above about 19%;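 further: 0% = DMSO and 100% = reference agonist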
S1P3 antagonist: S1P3 receptor antagonists, primary screen, cell-based. AID 485, 2006. CHO S1P3 NFAT-BLA reporter, FRET fluorescence, antagonist mode. Sphingosine 1-phosphate receptor 3 (Homo sapiens), Q99500. inhibition, % at 4.98 µM. hit rate 0.27% among 170,000;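 active means inhibition above the plate cutoff, the mean inhibition of test wells on that plate plus 3 SD, cut at about 28% in these data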;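 further: cells challenged with S1P at its EC80 of 0.8 µM; blue over green emission ratio from cleaved BLA substrate after 4 h stimulation; 0% = S1P-stimulated wells and 100% = unstimulated DMSO-only wells; some compounds past the cut are filed as inactive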
Target sequence (Q99500 whole entry, looked up): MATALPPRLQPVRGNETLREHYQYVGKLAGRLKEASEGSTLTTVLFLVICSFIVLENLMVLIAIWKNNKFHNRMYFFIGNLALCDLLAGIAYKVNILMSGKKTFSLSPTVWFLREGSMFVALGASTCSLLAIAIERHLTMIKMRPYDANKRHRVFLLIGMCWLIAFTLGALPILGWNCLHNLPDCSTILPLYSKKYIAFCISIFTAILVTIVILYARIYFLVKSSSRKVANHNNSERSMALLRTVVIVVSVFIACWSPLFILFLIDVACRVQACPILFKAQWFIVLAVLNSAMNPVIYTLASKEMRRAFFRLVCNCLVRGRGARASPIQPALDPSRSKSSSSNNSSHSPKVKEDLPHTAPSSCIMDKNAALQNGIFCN
STAT1 inh: STAT1 signaling inhibitors, primary screen, cell-based, HTS, luciferase reporter; NIH 3T3 STAT1-luciferase reporter, IFN-gamma, luminescence; inhibition, % at 5.5 µM; hit rate 0.35% among 200,000;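 active means inhibition above a set limit, the mean inhibition across all tested compounds plus 3 SD, cut at about 34% in these data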;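 further: 0% = IFN-gamma with DMSO and 100% = IFN-gamma with 300 µM nifuroxazide; values of inactives mirror those of a sister screen read the other way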
PPARg SRC2 recr: agonists of PPARg-SRC-2 recruitment, primary screen, biochemical, HTS. Peroxisome proliferator-activated receptor gamma (Homo sapiens), P37231. PPARgamma LBD-SRC-2 recruitment. activation, % at 8 µM. hit rate 0.34% among 200,000; in the data active means activation above about 22%;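 further: 0% = vehicle and 100% = reference agonist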
RAM inhibit: inhibitors of the yeast RAM network, primary screen, dse1pr::URA3 reporter, 5-FOA selection; S. cerevisiae dse1pr::URA3 reporter, 5-FOA growth OD615, 2 d; analog-sensitive cbk1-as2 kinase mutant strain; inhibition, % at 50 µM; hit rate 1.8% among 190,000;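 active means inhibition above a set limit, 3 SD over mean compound inhibition, cut at about 8.4% in these data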;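 further: 0% = DMSO-only wells with no growth and 100% = 10 µM 1-NA-PP1 full growth; inhibition rescues growth on 5-FOA so higher OD means more RAM inhibition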
PPARg SRC3 recr: PPARgamma agonists recruiting SRC-3 coactivator, primary screen, biochemical | AID 731, 2007 | hit rate 0.26% among 200,000 | biochemical PPARgamma/SRC-3 coactivator recruitment assay | Peroxisome proliferator-activated receptor gamma (Homo sapiens), P37231 | activation, % at 8 µM; in the data active means activation above about 23%;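 further: 0% = DMSO and 100% = reference agonist; some compounds past the cut are filed as inactive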
* marks the source's active call; other numbers are inactive results; · = not tested or not shown.

The line under a structure holds: ROMK mod | TLR4-MyD88 BLA | STAT3 act | STAT3 inh | TR-FRET SRC-2 ct | PPARg SRC-1 ag | S1P3 antagonist | STAT1 inh | PPARg SRC2 recr | RAM inhibit | PPARg SRC3 recr
NS(=O)(=O)c1ccc(N/N=C2/CCCCC2C2CCCCC2)c([N+](=O)[O-])c1 (configuration not stated)
→ · | -7 | 118 | -18 | 1363 | 4 | 8 | -8 | -5 | 1.1 | -2
O=C(NCCSCc1ccccc1)c1ccc(Cl)c(S(=O)(=O)N2CCOCC2)c1
→ · | -2 | 85 | 21 | 1612 | 0 | · | 4 | 3 | 1.0 | 10
COC(=O)c1cccnc1-n1c(=O)c2cccnc2n(Cc2ccc([N+](=O)[O-])cc2)c1=O
→ -1.5 | -9 | 103 | -2 | 1812 | 10 | -21 | -5 | -1 | 1.1 | 5
O=C(COC(=O)c1n[nH]c2ccccc12)Nc1ccc(S(=O)(=O)N2CCCC2)cc1
→ -0.025 | 9 | 45 | 71* | 1546 | 7 | -1 | 4 | -1 | 3.4 | -2
Cc1ccc(O/C=C2\OC(=O)c3ccccc32)cc1
→ 0.76 | 2 | 101 | 2 | 1629 | -4 | · | 5 | 7 | 2.5 | -2
CC(NC(=S)NCc1ccccc1)C12CC3CC(CC(C3)C1)C2 (configuration not stated)
→ 0.0025 | -3 | 104 | -6 | 1561 | -7 | -9 | 0 | -6 | 3.2 | -4
CCc1ccc(NC(=O)CCS(=O)(=O)c2cccc3nsnc23)cc1
→ -0.23 | 7 | 104 | 1 | 1436 | -3 | · | 4 | 8 | -0.1 | -12
COc1ccc(-c2ccc(Nc3ccc(S(=O)(=O)N4CCCC4)cc3)nn2)cc1OC
→ · | -8 | 86 | 21 | 1699 | 9 | -2 | -10 | 8 | 0.7 | -2
COC(=O)CN=Cc1c(C)[nH]n(-c2ccccc2)c1=O
→ 0.41 | -2 | 102 | 2 | 1536 | 2 | -10 | 4 | 6 | 2.3 | 6
COc1cccc(C(=O)N2CCCC(CCC(=O)NCc3ccc(F)c(F)c3)C2)c1 (configuration not stated)
→ 0.5 | -31 | 102 | 2 | 1520 | -8 | -5 | -3 | 8 | -1.4 | 0
COc1ccc(C2C(C(=O)Nc3cccnc3)=C(C)Nc3nc(-c4cccs4)nn32)cc1 (configuration not stated)
→ 0.082 | -3 | 102 | 1 | 1396 | -7 | · | -4 | 1 | -0.7 | 6
COc1ccc(N2C(=O)C3CCCN3C2c2cccc(C)c2)cc1 (configuration not stated)
→ · | -8 | 94 | 15 | 1654 | 8 | -17 | 1 | -2 | 0.5 | -1
CCOC(=O)C(NS(=O)(=O)c1ccc(C)cc1)(C(F)(F)F)P(=O)(OCC(C)C)OCC(C)C (configuration not stated)
→ · | 1 | 96 | 5 | 1492 | 4 | -12 | 4 | -7 | 1.7 | 0
COC(=O)c1ccc(/C=N\NC(=O)c2ccc(C)cc2Cl)cc1
→ · | 10 | 93 | 11 | 1506 | 11 | · | 6 | 4 | 1.4 | -5
CCc1nn(-c2ccccc2)c2c1-c1cc(OC)c(OC)cc1C1(N2)C(=O)Nc2ccccc21 (configuration not stated)
→ -1.8 | -8 | 102 | 5 | 1599 | 7 | · | 8 | 6 | 5.8 | 8
COc1ccc(CCNC(=O)COc2ccc(S(=O)(=O)NC3CCCCC3)cc2Cl)cc1OC
→ · | 4 | 95 | 5 | 1533 | 5 | 8 | 2 | 2 | 3.0 | 6
COc1ccccc1C1C(C#N)=C(N)N(c2cccnc2)C2=C1C(=O)CC(C)(C)C2 (configuration not stated)
→ · | -2 | 105 | -3 | 1425 | -2 | · | -6 | -3 | -0.2 | -15
CCOCCCNS(=O)(=O)c1cc(Br)cc2c1N(C(=O)C1CC1)CC2
→ · | -2 | 92 | 14 | 1587 | 5 | · | 2 | 7 | 0.9 | -2
O=C(NCCN1CCOCC1)Nc1ccc(F)cc1
→ 0.42 | -11 | 115 | -12 | 1610 | 2 | -20 | -5 | -4 | 1.0 | -3
CN1CCc2nc(SCC(=O)Nc3cccc(F)c3)c(C#N)c(-c3cccs3)c2C1
→ · | -7 | 104 | 1 | 1615 | 6 | · | -2 | -7 | 0.1 | 5
O=C1N=C(N2CCCC2)S/C1=C\c1cccc(Br)c1
→ -1.7 | -4 | 92 | 15 | 1392 | 5 | · | -1 | 2 | 2.0 | -3
O=C(Cc1ccccc1)NCCSC1CCCCC1
→ 0.24 | -17 | 101 | 6 | 1454 | 3 | 4 | -5 | 7 | 0.4 | 8
CCCCCCSc1nnc(-c2cnn(-c3ccccc3)c2-n2cccc2)n1C
→ -2.4 | -10 | 100 | 0 | 1687 | 6 | · | 9 | 9 | 4.4 | 0
Cc1ccc(-c2nn3nnnc3c3ccccc23)cc1
→ · | -2 | 89 | 16 | 1602 | -11 | 4 | 0 | 6 | 5.6 | 5
CN(C)c1nc(OCCNC(=O)COc2ccc(Cl)cc2Cl)nc(N(C)C)n1
→ -0.48 | 3 | 146* | -49 | 1445 | -6 | · | 4 | 6 | 2.3 | 2
COc1ccccc1NS(=O)(=O)c1ccc(O)cc1
→ -0.068 | -13 | 100 | 0 | 1620 | 2 | · | 4 | 11 | 2.8 | 1
O=C(Nc1ccc(Oc2cccnc2)cc1)c1ccccc1Cl
→ · | 14 | 88 | 14 | 1665 | -6 | -7 | -7 | 0 | 0.4 | 0
CCCn1c(Nc2ccccc2)nc2ccccc21
→ 0.15 | 8 | 94 | 12 | 1436 | -3 | · | 3 | 6 | 2.2 | 9
Oc1ccc(CNCC2COc3ccccc3O2)cc1 (configuration not stated)
→ · | 6 | 93 | 17 | 1390 | -4 | · | 1 | 0 | 2.1 | 5
COCCCNC(=O)CC(C)c1ccccc1 (configuration not stated)
→ 1.6 | 2 | 77 | 30 | 1518 | 12 | 21 | 20 | 5 | -0.3 | 2

Laid out differently: entries from further up.
structure	ROMK mod	TLR4-MyD88 BLA	STAT3 act	STAT3 inh	TR-FRET SRC-2 ct	PPARg SRC-1 ag	S1P3 antagonist	STAT1 inh	PPARg SRC2 recr	RAM inhibit	PPARg SRC3 recr
COc1ccccc1C1C(C#N)=C(N)N(c2cccnc2)C2=C1C(=O)CC(C)(C)C2 (configuration not stated)	·	-2	105	-3	1425	-2	·	-6	-3	-0.2	-15
CCOCCCNS(=O)(=O)c1cc(Br)cc2c1N(C(=O)C1CC1)CC2	·	-2	92	14	1587	5	·	2	7	0.9	-2
O=C(NCCN1CCOCC1)Nc1ccc(F)cc1	0.42	-11	115	-12	1610	2	-20	-5	-4	1.0	-3
CN1CCc2nc(SCC(=O)Nc3cccc(F)c3)c(C#N)c(-c3cccs3)c2C1	·	-7	104	1	1615	6	·	-2	-7	0.1	5
O=C1N=C(N2CCCC2)S/C1=C\c1cccc(Br)c1	-1.7	-4	92	15	1392	5	·	-1	2	2.0	-3
O=C(Cc1ccccc1)NCCSC1CCCCC1	0.24	-17	101	6	1454	3	4	-5	7	0.4	8
CCCCCCSc1nnc(-c2cnn(-c3ccccc3)c2-n2cccc2)n1C	-2.4	-10	100	0	1687	6	·	9	9	4.4	0

Next part:
The line under a structure holds: ROMK mod | TLR4-MyD88 BLA | STAT3 act | STAT3 inh | TR-FRET SRC-2 ct | PPARg SRC-1 ag | S1P3 antagonist | STAT1 inh | PPARg SRC2 recr | RAM inhibit | PPARg SRC3 recr
Cc1cc(C)cc(NC(=O)COC(=O)CCCNC(=O)c2ccc(Cl)cc2)c1
→ · | -8 | 108 | -15 | 1376 | -6 | -19 | -5 | -6 | 3.2 | 1
CN1OC(COC(=O)c2ccccc2)CC1c1ccccc1 (configuration not stated)
→ · | -11 | 109 | -3 | 1539 | 2 | · | -33 | 8 | 0.2 | 15
Cc1ccc(C2=NC3(CCCCC3)NC2=S)cc1
→ 1 | -9 | 108 | -12 | 1697 | -2 | 3 | -7 | -2 | 3.0 | 0
O=C(CCc1ccccc1)NNC(=O)c1ccc(NC(=O)c2ccccc2)cc1
→ 0.35 | -5 | 86 | 16 | 1550 | 4 | -8 | 4 | 9 | 4.8 | 1
CCOC(=O)c1cc(C)sc1N1C(=O)C2C3C=CC(C3)C2C1=O (configuration not stated)
→ -0.45 | -5 | 97 | 4 | 1433 | -3 | 11 | -2 | -2 | 0.3 | 5
COc1ccc(/C(O)=C/C(=O)C(=O)NNC(=O)C(O)(c2ccccc2)c2ccccc2)cc1
→ · | 3 | 105 | -1 | 1489 | 1 | · | -5 | -7 | 0.5 | -9
Cc1cccc(CN2C(=O)CCSc3ccc(Cl)cc32)c1
→ · | 8 | 103 | 6 | 1495 | -3 | · | 4 | 1 | 2.9 | -10
COCCN1Cc2cccc(C(=O)Nc3ccc(C)c(C)c3)c2C1=O
→ · | 7 | 79 | 29 | 1461 | -4 | 12 | -3 | 4 | 4.0 | -2
CC(=O)N1CCN(C2=NC(=O)/C(=C\c3cccs3)S2)CC1
→ -6.7* | 4 | 98 | 7 | 1348 | -3 | -6 | -10 | 6 | -0.9 | 4
CCOC(=O)C1=C(CSc2nc(-c3ccccc3)ccc2C#N)OC(N)=C(C#N)C1c1cccnc1 (configuration not stated)
→ -1.2 | 27* | 137* | -48 | 1314 | 0 | · | -8 | 2 | 2.5 | 2
CSC1=N/C(=C\c2ccccc2)C(=O)N1C
→ · | 10 | 105 | -5 | 1564 | -4 | · | 1 | -6 | 0.4 | -5
Cc1cc(C)n(Cc2ccc(NC(=O)c3c([N+](=O)[O-])c(C)nn3C)cc2)n1
→ 0.53 | 3 | 98 | 5 | 1480 | 6 | · | 1 | 1 | 0.1 | -7
CCN(CCCNC(=O)c1c(C)cc(=O)oc1C)c1ccccc1
→ · | -3 | 100 | 3 | 1581 | -3 | · | 0 | 5 | 0.1 | 2

Compounds were not picked by outcome, and some 5.6% of all compounds hit somewhere here.
